Bioassay records from PubChem BioAssay.
TR SRC2 fluor cs: Total Fluorescence Counterscreen for Inhibitors of the Interaction of Thyroid Hormone Receptor and Steroid Receptor Coregulator 2. Potency, µM (series often up to 106 µM), inactives show at the top dose fluorescence change, negative = quenching. TRb/SRC2 Texas Red total fluorescence interference. 280,000 compounds, 0.29% hits. AID 1479, 2009; active = well fitted curve in either direction with a large enough effect; inconclusive = small, poorly fitted or top-dose-only effect
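Human TRβ ligand-binding domain (0.6 uM) and Texas Red SRC2 peptide (20 nM) in Tris buffer with 1 uM T3 and 5% DMSO were incubated with pinned compound for 5 hr at ambient temperature. Total fluorescence was computed as S + 2P (555/632 nm).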
TRb-SRC2 inh: qHTS for Inhibitors of the Interaction of Thyroid Hormone Receptor and Steroid Receptor Coregulator 2 | Potency, µM (titrated, usually from 106 µM), without a hit: at the top dose activity change, negative = inhibition, usual class: inhibitors | 280,000 compounds, 0.065% hits | Thyroid hormone receptor beta (Homo sapiens), P10828 | TRbeta-SRC2 peptide binding, fluorescence polarization; receptor liganded with 1 µM T3;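 note: plate controls were bound peptide for no effect and peptide without receptor for full effect; nearly all actives have a fitted effect of over 50% in size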
Target sequence (P10828 whole entry, looked up): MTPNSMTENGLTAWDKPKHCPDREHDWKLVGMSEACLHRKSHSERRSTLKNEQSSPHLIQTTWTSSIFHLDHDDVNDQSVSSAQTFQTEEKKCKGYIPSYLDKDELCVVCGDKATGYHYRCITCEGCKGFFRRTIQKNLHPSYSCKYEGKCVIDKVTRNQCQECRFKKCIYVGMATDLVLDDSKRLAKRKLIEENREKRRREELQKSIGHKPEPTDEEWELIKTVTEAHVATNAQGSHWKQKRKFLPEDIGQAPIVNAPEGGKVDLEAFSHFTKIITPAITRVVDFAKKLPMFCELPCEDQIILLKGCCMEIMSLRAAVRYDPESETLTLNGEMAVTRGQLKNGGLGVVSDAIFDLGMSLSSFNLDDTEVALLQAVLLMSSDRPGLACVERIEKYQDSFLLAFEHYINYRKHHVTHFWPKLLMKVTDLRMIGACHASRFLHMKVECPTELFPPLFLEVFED
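Binding of a 20-amino-acid Texas Red SRC2 peptide (20 nM) to TRb ligand-binding domain (0.6 uM) with agonist T3 at 1 uM was followed by fluorescence polarization after a 5 hr room-temperature incubation.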
GAA glycogen mod: qHTS Assay for Inhibitors and Activators of Human alpha-Glucosidase Cleavage of Glycogen. Lysosomal alpha-glucosidase (Homo sapiens), P10253. recombinant GAA, glycogen substrate, Amplex Red glucose oxidase fluorescence. Potency, µM (highest dose often 76.4 µM), inactives show at the highest dose activity change, negative = inhibition, actives largely listed as inhibitors. 300,000 compounds, 0.38% hits. AID 2100, 2009;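 note: 0% = full enzyme reaction and -100% = no-enzyme basal signal; the screen sought inhibitors and activators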
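Natural-substrate format: glycogen cleavage by 4 nM human enzyme, glucose read by Amplex Red coupling (Ex 573, Em 610 nm). Normalized to enzyme and no-enzyme controls.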
* hit, by the source's call; u = inconclusive; [ ] = dose if it differs, or a comment. Unless noted, calls come from the whole dose curve; as a rule, active = well fitted curve in the direction sought with a large enough effect; inconclusive = small, poorly fitted or top-dose-only effect, or another doubt; inactive = no such curve, though single readings can be large; an effect the other way counts as inactive or inconclusive. Unless noted, % is set by controls: 0 for no effect and ±100 for the full control effect; potency is the fitted concentration of half-maximal effect. These rows are one share of the data; the hit share may differ from the screen's.

SMILES	TR SRC2 fluor cs	TRb-SRC2 inh	GAA glycogen mod
COc1ccc(-c2cc(C(F)(F)F)nc(NCc3ccc(Cl)cc3)n2)cc1	0%	6%	-17%[76.3 µM]
COc1ccc(-c2cc(C(=O)Nc3c(C)nn(Cc4ccc(F)cc4)c3C)no2)cc1OC	-19%	-3%	7%[76.3 µM]
CCOC(=O)c1c(-c2ccccc2)csc1NC(=O)c1cc(-c2ccc(Br)cc2)on1	4%	-8%	-4%[76.3 µM]
Cc1nc(-n2nc(C)c(CCC(C)C)c2C)sc1C(=O)Nc1ccc(Cl)cc1	6%	-1%	-1%[76.3 µM]
Cc1cccc(NC(=O)C2CCCN(S(=O)(=O)c3c(C)noc3/C=C/N(C)C)C2)c1C (stereo unspecified)	0%	-11%	2%[76.3 µM]
COc1ccc(S(=O)(=O)Nc2c(C)n(C)n(-c3ccccc3)c2=O)cc1Br	2%	7%	-5%
Cc1cc2c(cc1S(=O)(=O)N1CCC(C)CC1)OCC(=O)N2	-22%	-2%	9%[76.3 µM]
Cc1ccc(-n2c(=O)c3c(cnn3C)n(CC(=O)Nc3cccc(Cl)c3)c2=O)cc1	-2%	3%	-1%[76.3 µM]
Cc1c(Cl)cccc1NC(=O)c1ccc2c(c1)CCCN2S(C)(=O)=O	-1%	-3%	18%[76.3 µM]
CC(=O)c1cccc(NC(=O)CCc2nc3cccnc3n2Cc2cccs2)c1	7%	-5%	2%[76.3 µM]
CCOc1ccc(C(=O)/C=C/c2cn(CC(O)CN3CCCCCC3)c3ccccc23)cc1 (stereo unspecified)	-4%	-2%	6%[76.3 µM]
Cc1ccc(C(=O)COC(=O)C(CC(C)C)NC(=O)C2CCC(C)CC2)cc1 (stereo unspecified)	-3%	10%	19%[76.3 µM]
CCn1cc(S(=O)(=O)c2ccc(OC)cc2)c(=O)c2cc(F)c(N3CCCCCC3)cc21	-18%	-2%	4%[76.3 µM]
COc1cccc(CNC(=O)CCc2nnc3n(C)c(=O)c4sccc4n23)c1	4%	1%	16%[76.3 µM]
COc1ccc(CCn2c(=O)c3cccnc3n(CC(=O)Nc3ccc(C)c(F)c3)c2=O)cc1OC	4%	-4%	-3%[76.3 µM]
COc1ccc(-c2nc(CNS(=O)(=O)c3ccc(Br)cc3)cs2)cc1	0%	-6%	10%[76.3 µM]
CCOC(=O)c1ccc(-n2c(-c3ccc(C)cc3)c(C)n3c4c(=O)n(C)c(=O)n(C)c4nc23)cc1	-2%	6%	-7%[76.3 µM]
CCn1cc(C(=O)NCc2ccc(C)cc2)c(=O)c2cc(S(=O)(=O)N(C)C3CCCCC3)ccc21	-1%	8%	-27%[76.3 µM]
Cc1sc2c(c1C)c(=O)n(Cc1ccccc1)c(=O)n2CC(=O)Nc1cccc(Cl)c1	-47%	2%	-17%[76.3 µM]
O=C(Nc1ccccc1F)c1ccc(-c2ccccc2)s1	-2%	12%	-6%[76.3 µM]
Cc1ccc(NC(=O)Cn2nc(C(F)(F)F)c3c2CCCC3)cc1	-76%[1.83 µM]	-23%[1.83 µM]	-1%[76.3 µM]
Cc1nn2c(-c3cccc(NC(=O)c4ccccc4)c3)nnc2c2ccccc12	3%	-3%	-1%[76.3 µM]
CN(C)c1ccc(CNc2nc(-c3ccco3)nn2S(=O)(=O)c2ccc3ccccc3c2)cc1	-16%	-4%	9%[76.3 µM]
Cn1c(=O)c2c(-c3cccc(Br)c3)n(CCO)cc2n(C)c1=O	-1%	1%	18%[76.3 µM]
CCCSc1nc2c(c(=O)[nH]1)C(c1ccc(O)c(OCC)c1)CC(=O)N2 (stereo unspecified)	5%	5%	-25%[76.3 µM]
CN(C)S(=O)(=O)N(CC(=O)NCCSCc1c(F)cccc1Cl)c1ccccc1	0%	3%	11%[76.3 µM]
COCCN(Cc1ccco1)C(=O)c1cc2c(Cl)nc3ccc(C)cc3c2s1	0%	-3%	2%[76.3 µM]
CC(C)(C)C1CCc2c(sc(NC(=O)CCC(=O)O)c2C(=O)Nc2ccccc2C(F)(F)F)C1 (stereo unspecified)	-2%	2%	-10%[76.3 µM]
COc1ccc(Nc2ncc(C(=O)N3CCN(c4ccc(OC)cc4)CC3)c3ccccc23)cc1	-3%	0%	6%[76.3 µM]
COc1cccc(C(=O)COC(=O)c2cc(-c3cccs3)nc3ccccc23)c1	-3%	2%	-1%[76.3 µM]

Reprinted at random: three entries already listed, in no set order.
SMILES	TR SRC2 fluor cs	TRb-SRC2 inh	GAA glycogen mod
Cn1c(=O)c2c(-c3cccc(Br)c3)n(CCO)cc2n(C)c1=O	-1%	1%	18%[76.3 µM]
COc1ccc(-c2cc(C(=O)Nc3c(C)nn(Cc4ccc(F)cc4)c3C)no2)cc1OC	-19%	-3%	7%[76.3 µM]
COc1ccc(S(=O)(=O)Nc2c(C)n(C)n(-c3ccccc3)c2=O)cc1Br	2%	7%	-5%

Structures listed so far containing a furan ring, fused or not, in the order listed:
SMILES	TR SRC2 fluor cs	TRb-SRC2 inh	GAA glycogen mod
CN(C)c1ccc(CNc2nc(-c3ccco3)nn2S(=O)(=O)c2ccc3ccccc3c2)cc1	-16%	-4%	9%[76.3 µM]
COCCN(Cc1ccco1)C(=O)c1cc2c(Cl)nc3ccc(C)cc3c2s1	0%	-3%	2%[76.3 µM]

The list continues:
SMILES	TR SRC2 fluor cs	TRb-SRC2 inh	GAA glycogen mod
Cc1ccc(NC(=O)C(=O)NCCCN2CCOCC2)cc1C	-4%	3%	-4%[76.3 µM]
CCn1c(SCCOc2ccccc2F)nc2ccccc21	u	-9%	-14%[76.3 µM]
Clc1ccccc1Cn1c(-c2cccs2)nc2ccccc21	5%	-3%	-10%[76.3 µM]
Cc1cccc(NC(=O)C(=O)NCC(c2cccnc2)N2CCOCC2)c1 (stereo unspecified)	4%	-4%	-7%[76.3 µM]
CCC(=O)Nc1ccc(CC)cc1-c1nc2ccccc2n(CC(=O)Nc2cccc(OC)c2)c1=O	0%	0%	18%[76.3 µM]
COc1ccc(CCNC(=O)C(=O)Nc2ccc(C)c(C)c2)cc1	-15%	-1%	12%[76.3 µM]
O=C(Cn1ncc2c3ccccc3n(Cc3ccccc3)c2c1=O)NCc1cccs1	0%	-9%	-1%[76.3 µM]
O=C(NCCC1=CCCCC1)c1ccc2c(c1)N(Cc1ccc(F)cc1)C(=O)c1ccccc1S2(=O)=O	1%	-1%	1%[76.3 µM]
COc1ccccc1N1CCN(C(CNC(=O)C(=O)NCc2cccnc2)c2cccnc2)CC1 (stereo unspecified)	u	-2%	5%[76.3 µM]
CCc1ccc(S(=O)(=O)c2nnn3c2nc(Nc2ccc(F)cc2)c2cc(Cl)ccc23)cc1	5%	-9%	-13%[76.3 µM]

Laid out differently: entries from further up.
compound | TR SRC2 fluor cs | TRb-SRC2 inh | GAA glycogen mod
CCn1c(SCCOc2ccccc2F)nc2ccccc21 | u | -9% | -14%[76.3 µM]
Clc1ccccc1Cn1c(-c2cccs2)nc2ccccc21 | 5% | -3% | -10%[76.3 µM]
Cc1cccc(NC(=O)C(=O)NCC(c2cccnc2)N2CCOCC2)c1 (stereo unspecified) | 4% | -4% | -7%[76.3 µM]
CCC(=O)Nc1ccc(CC)cc1-c1nc2ccccc2n(CC(=O)Nc2cccc(OC)c2)c1=O | 0% | 0% | 18%[76.3 µM]
COc1ccc(CCNC(=O)C(=O)Nc2ccc(C)c(C)c2)cc1 | -15% | -1% | 12%[76.3 µM]

Later entries:
SMILES	TR SRC2 fluor cs	TRb-SRC2 inh	GAA glycogen mod
Cc1ccccc1Cn1c(=O)n(Cc2ccc3c(c2)OCO3)c(=O)c2oc3ccccc3c21	0%	7%	-3%[76.3 µM]
COc1ccc(CCCc2nnc(SCC(=O)Nc3cccc(C)c3)o2)cc1C	-1%	-1%	-4%[76.3 µM]
Cc1ccc(-n2c(=O)c3c(cnn3C)n(CC(=O)Nc3ccc(C)cc3C)c2=O)cc1	-1%	1%	1%[76.3 µM]
CC(C)OC(=O)c1c(NC(=O)COc2cccc(Br)c2)sc2c1CCCC2	6%	9%	0%[76.3 µM]
Cc1cccc(C)c1NC(=O)c1oc2ccc3c(c2c1C)C(=O)CC(C)(C)O3	-2%	3%	12%[76.3 µM]
COc1ccccc1CNCCSc1nnnn1C	-4%	4%	3%[76.3 µM]
CCN(C(=O)Cn1c(=O)n(-c2ccccc2)c(=O)c2ccc(C(=O)NCc3ccc4c(c3)OCO4)cc21)c1cccc(C)c1	0%	2%	-8%[76.3 µM]
CCCSc1nnc(NC(=O)c2cc(=O)c3ccccc3o2)s1	u	1%	1%[76.3 µM]
CCCCC(=O)N1CC(=O)Nc2ccc(F)cc2C1c1ccc(F)cc1 (stereo unspecified)	-1%	-1%	-4%
CCCCC(=O)OC1=C(C(=O)c2ccccc2)N(CC)S(=O)(=O)c2ccccc21	0%	-10%	-13%[76.3 µM]
CCc1ccc(NC(=O)N2CC(C)Oc3ccc(C)cc32)cc1 (stereo unspecified)	u	-11%	-3%[76.3 µM]
Cc1nnc(N2CCN(c3ccccc3F)CC2)c2c1nnn2Cc1ccc(F)cc1	-1%	2%	15%[76.3 µM]
COc1ccccc1N1CCN(C(=O)c2ccc3c(c2)CCN3S(=O)(=O)c2ccccc2)CC1	0%	-3%	-11%[76.3 µM]
COC(=O)CCSc1nc2sc3c(c2c(=O)n1Cc1ccccc1)CCC(C(C)(C)C)C3 (stereo unspecified)	4%	-1%	9%[76.3 µM]
CC(C)Cc1nn2cc(-c3cccc(Br)c3)nc2s1	0%	-1%	11%[76.3 µM]
COc1ccccc1OC(C)C(=O)NCC1(N2CCOCC2)CCCCC1 (stereo unspecified)	-16%	-2%	16%[76.3 µM]
COc1ccc(Cl)cc1NC(=O)CSc1cn(CC(=O)N2CCCCCC2)c2ccccc12	-4%	-4%	8%[76.3 µM]
CCN(C(=O)c1cn(CC)c(=O)c2cc(OC)c(OC)cc12)c1ccc(C)c(C)c1	-1%	-2%	10%[76.3 µM]
N#Cc1cccc(NC(=O)c2cc3c(s2)-c2ccc(Cl)cc2SC3)c1	-2%	2%	-7%[76.3 µM]
CSc1ccc(-c2nnn(CC(=O)Nc3sc4c(c3C#N)CCC(C(C)(C)C)C4)n2)cc1 (stereo unspecified)	5%	-4%	11%[76.3 µM]
COCCCNC(=O)c1ccc(Cn2c(=O)c3ccccc3n(CC(=O)Nc3ccc(C)cc3C)c2=O)cc1	5%	-2%	13%[76.3 µM]
COc1ccc(N2CCN(C(=O)CCn3c(=O)c4cccn4c4cccnc43)CC2)cc1	-3%	3%	-7%[76.3 µM]
CCOC(=O)c1ccc(NC2SC(=O)N(Cc3cccc(C(=O)O)c3)C2=O)cc1 (stereo unspecified)	-2%	6%	18%[76.3 µM]
O=C(c1ccc(CSc2nc3ccncc3n2Cc2ccccc2F)cc1)N1CCCCC1	4%	4%	12%[76.3 µM]

An excerpt from above in order of length of the SMILES, falling.
SMILES	TR SRC2 fluor cs	TRb-SRC2 inh	GAA glycogen mod
CSc1ccc(-c2nnn(CC(=O)Nc3sc4c(c3C#N)CCC(C(C)(C)C)C4)n2)cc1 (stereo unspecified)	5%	-4%	11%[76.3 µM]
COc1ccc(N2CCN(C(=O)CCn3c(=O)c4cccn4c4cccnc43)CC2)cc1	-3%	3%	-7%[76.3 µM]
N#Cc1cccc(NC(=O)c2cc3c(s2)-c2ccc(Cl)cc2SC3)c1	-2%	2%	-7%[76.3 µM]
